Screening results from PubChem.
HIF activator: HIF pathway transcriptional activators, primary screen, cell-based, U2OS HRE-luciferase, luminescence | hit rate 0.32% among 300,000 | AID 1910, 2009 | activation, % at 7.5 µM (by protocol) | U2OS HRE-luciferase reporter; normalized: DMSO 0%, desferrioxamine 100%;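 active means mean activation of at least 10% of the iron chelator positive control signal, with at least half of replicates also reaching 10%; inconclusive means mean and replicate majority disagree about reaching 10%; inactive means mean and most replicates under 10%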
HDAC3 inhib: HDAC3 deacetylase inhibitors, primary screen, biochemical, fluorescence, cell-free homogeneous | Histone deacetylase 3 (Homo sapiens), O15379 | recombinant HDAC3, fluorogenic peptide/trypsin coupled | inhibition, % at 8.3 µM | hit rate 0.15% among 320,000 | AID 2718, 2010; in the data active means inhibition above about 26%, passing the limit was not always enough; inconclusive means no clear call, values can overlap the other calls
Target sequence (O15379 whole entry, looked up): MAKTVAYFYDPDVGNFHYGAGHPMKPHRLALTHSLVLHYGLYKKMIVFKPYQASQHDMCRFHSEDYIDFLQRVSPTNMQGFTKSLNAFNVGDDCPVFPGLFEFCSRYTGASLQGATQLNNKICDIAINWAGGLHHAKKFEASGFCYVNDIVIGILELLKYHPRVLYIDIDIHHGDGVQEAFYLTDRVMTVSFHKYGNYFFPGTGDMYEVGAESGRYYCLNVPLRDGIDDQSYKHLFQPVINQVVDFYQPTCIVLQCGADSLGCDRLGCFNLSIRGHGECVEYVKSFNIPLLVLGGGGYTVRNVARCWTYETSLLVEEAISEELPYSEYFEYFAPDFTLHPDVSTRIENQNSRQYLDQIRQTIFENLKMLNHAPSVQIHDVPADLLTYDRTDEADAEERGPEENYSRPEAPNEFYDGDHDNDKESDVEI
AI-2 QS mod: Vibrio harveyi AI-2 quorum sensing modulators, primary screen, JMH597 strain, luminescence/OD600 ratio | activity change, % at 7.5 µM | AID 2094, 2009 | hit rate 0.4% among 300,000 | Vibrio harveyi JMH597 AI-2 luminescence/OD600 ratio, 9 h; active compounds read low; strain lacks LuxN and CqsS sensors; 0 = neutral-control median; in the data active means activity change below about -75%, passing the limit was not always enough; inconclusive means no clear call, values can overlap the other calls;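 further: luminescence divided by OD600 gain over 9 h not by final OD600 alone; inactives centre near 13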
HSF1 activator: HSF-1 activators, primary screen, NIH3T3-HGL cells, MG132 stress, luminescence, single point | NIH3T3-HGL HSF-1 luciferase reporter, 8 h; 100% = twice DMSO control signal | activation, % at 9 µM | hit rate 1.7% among 300,000;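 active means mean replicate activation of at least 50% with a set share of replicates each reaching 50%; inconclusive means only one of those two conditions met; inactive means mean below 50% and too few replicates reaching it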;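 further: 0% = median of the neutral control wells and 100% = twice that signal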
HSP90 refold inh: HSP90 inhibitors, primary screen, cell lysate, luminescence; Heat shock protein HSP 90 (rabbit reticulocyte lysate; luciferase refolding); Rabbit reticulocyte lysate, luciferase refolding luminescence, 3 h; inhibition, % at 5.6 µM; hit rate 0.91% among 290,000;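 active means inhibition above the screen-wide mean plus 3 SD, computed separately per campaign, cut at about 16% in these data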;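 further: 0% = DMSO wells and 100% = 60 µM geldanamycin wells; inhibitors lower the luminescence because luciferase stays unfolded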
KLF5 inh: KLF5 expression inhibitors, primary screen, DLD-1 cells, luminescence | AID 1700, 2009 | hit rate 0.23% among 290,000 | inhibition, % at 5 µM | DLD-1 KLF5 promoter-luciferase reporter;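 active means inhibition above a per-plate limit of that plate's mean compound inhibition plus 3 SD, cut at about 60% in these data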;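 further: 0% = DMSO wells and 100% = LY294002 at 200 µM; higher means less KLF5 promoter-driven luciferase light; inactives centre near -14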
aSyn UTR inh: MLPCN primary screen, SNCA 5' untranslated region | alpha-synuclein 5'UTR reporter, inhibitor activity | inhibition, % (tested at 7.5 µM) | hit rate 0.82% among 300,000 | AID 1813, 2009; in the data active means inhibition above about 60%; inconclusive means no clear call, values can overlap the other calls;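 further: H4 neuroglioblastoma cells stably carrying SNCA 5'UTR luciferase fusion; 0% = DMSO wells and 100% = positive control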
Platelet DG rel: inhibitors of platelet dense granule secretion, primary screen, cell-based, MLPCN, human platelets; inhibition, %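 (compounds screened at 7.5 µM in platelet-rich plasma)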; hit rate 0.22% among 300,000; human platelet-rich plasma, SFLLRN dense granule ATP release, luminescence;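 active means mean replicate score, as percent of positive control, at or above 50; inconclusive means mean below 50 but at least one replicate at or above 50; inactive means mean and every replicate below 50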
HSF1 inhib: HSF1 inhibitors in luciferase reporter cells, primary screen, cell-based, NIH3T3, luminescence; NIH3T3-HGL HSE-luciferase, MG132-induced, luminescence 8 h; active compounds read low; activity change, negative = inhibition, % at 7.5 µM (by protocol); hit rate 0.77% among 300,000;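 active means more than half of replicate wells show activity change below -50%, luminescence cut by over half; inconclusive means some wells, but at most half, below -50%; inactive means no replicate well below -50%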;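 further: luciferase reports HSF-1 transcriptional activity via heat shock element; 0% = median of DMSO wells and -100% = zero luminescence signal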
IEC-6 cytotox: cytotoxicity in IEC-6 intestinal epithelial cells, primary screen, cytotoxicity control for KLF5 inhibitor project, cell-based, luminescence | AID 1825, 2009 | inhibition, % at 5 µM | IEC-6 cytotoxicity, luminescence viability | hit rate 0.78% among 290,000; in the data active means inhibition above about 22%;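 further: 0% = plate median of test compound wells and 100% = cytotoxic reference compound wells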
Active calls of the source: *; u = inconclusive; x = no result given.

[1] CCCCNC(=S)N1CCN(CC)CC1
[2] COC(=O)c1ccccc1NC(=O)CN1CCN(c2ccccn2)CC1
[3] CCOC(=O)c1sc(NC(=O)c2ccccc2OC)nc1C
[4] CCN(C(=O)COC(=O)c1ccc(C)c(S(=O)(=O)N2CCCCC2)c1)C1CCS(=O)(=O)C1 (stereo unspecified)
[5] N/C(=N\O)c1ccncc1
[6] NS(=O)(=O)c1cccc(NC(=O)CSc2nc3ccccc3c(=O)n2CCCN2CCOCC2)c1
[7] CC1C=CCC2C(=O)N(c3ccccc3OC(=O)c3ccco3)C(=O)C12 (stereo unspecified)
[8] CN(C)S(=O)(=O)c1cccc(NC(=S)N/N=C/C(=O)c2ccccc2)c1

entry no.	1	2	3	4	5	6	7	8
HIF activator	0.4	-2.1	2.8	1.1	-2.5	-0.3	0.0	-1.7
HDAC3 inhib	0	-3	3	-2	5	x	-1	9
AI-2 QS mod	21	10	-7	15	1	11	15	0
HSF1 activator	-3	-11	22	-5	5	-6	5	10
HSP90 refold inh	53*	2	-3	x	4	-2	6	-2
KLF5 inh	-73	-28	-9	x	-17	-33	14	-8
aSyn UTR inh	-10	33	-44	-1	4	-17	9	-4
Platelet DG rel	0	8	12	x	-12	-1	-27	-6
HSF1 inhib	6	0	16	-4	-2	-5	-8	9
IEC-6 cytotox	-9	0	-2	x	-1	1	0	3

[9] Cc1ccccc1NC(=S)N1CCN(c2ccccc2)CC1
[10] Cc1ccc(S(=O)(=O)Nc2c3ccccc3nc(=O)n2-c2ccccc2)cc1
[11] CCCCn1c(=O)[nH]c(=O)c2c1nc(-c1ccc(OC)c(Br)c1)n2CC(C)C
[12] NC(=O)c1nsc(C(=O)N(Cc2ccccc2Cl)C(C(=O)NCC2CCCO2)c2ccc(O)cc2)c1N (stereo unspecified)
[13] CCOc1ccc2c(c1)s/c(=N\S(=O)(=O)c1ccc(OC)cc1)n2C(F)F
[14] CCOC(=O)CSc1nc2ccc(NC(C)=O)cc2s1
[15] Cc1nnc(SCc2ccc(CC(=O)O)cc2)o1
[16] Cc1nn(-c2ccccc2)c(C)c1NC(=O)COC(=O)c1ccc(Cl)c(S(N)(=O)=O)c1

entry no.	9	10	11	12	13	14	15	16
HIF activator	0.5	0.2	-0.5	-3.6	0.2	0.5	0.4	0.5
HDAC3 inhib	15	1	3	x	-6	5	-7	-1
AI-2 QS mod	25	4	34	12	2	28	15	22
HSF1 activator	-31	14	26	8	-6	3	2	15
HSP90 refold inh	1	3	6	1	1	-1	-3	x
KLF5 inh	-21	-38	3	13	-8	-35	4	x
aSyn UTR inh	7	17	4	11	6	16	-1	1
Platelet DG rel	-2	6	6	2	14	-1	4	1
HSF1 inhib	-17	8	5	0	-3	0	2	-2
IEC-6 cytotox	-6	-3	1	2	-1	4	3	x

Overlap with the part before: 4 compounds, followed by the next part.
[13] CCOc1ccc2c(c1)s/c(=N\S(=O)(=O)c1ccc(OC)cc1)n2C(F)F
[14] CCOC(=O)CSc1nc2ccc(NC(C)=O)cc2s1
[15] Cc1nnc(SCc2ccc(CC(=O)O)cc2)o1
[16] Cc1nn(-c2ccccc2)c(C)c1NC(=O)COC(=O)c1ccc(Cl)c(S(N)(=O)=O)c1
[17] CSc1ccccc1C(=O)Nc1ncn[nH]1
[18] OC(CCc1ccncc1)COc1ccccc1 (stereo unspecified)
[19] O=C(Cn1cnc2ccccc21)Nc1ccc(F)c(F)c1
[20] CCn1ccnc1CNC(=O)c1ccc2oc(CCCc3ccccc3)nc2c1
[21] CC(C)(C)c1ccc(C(=O)NCCC(=O)NCc2cccs2)cc1
[22] CC(C)NS(=O)(=O)c1ccc(OCC(=O)NC2CCCCCC2)cc1
[23] COc1ccc(-c2cccc(C3CC=CC4C3C(=O)N(Cc3ccccc3)C4c3ccc4ccccc4c3)c2)cc1 (stereo unspecified)
[24] CCN(CC)S(=O)(=O)c1ccc(S(=O)(=O)N2CCCC2C(=O)O)cc1 (stereo unspecified)

entry no.	13	14	15	16	17	18	19	20	21	22	23	24
HIF activator	0.2	0.5	0.4	0.5	-0.5	-1.0	0.4	0.9	-0.4	-0.3	-0.1	-0.1
HDAC3 inhib	-6	5	-7	-1	1	-1	12	-1	u	6	-1	8
AI-2 QS mod	2	28	15	22	8	-2	38	19	-7	10	3	x
HSF1 activator	-6	3	2	15	-8	-1	6	4	3	-15	-13	-6
HSP90 refold inh	1	-1	-3	x	5	x	2	-2	-6	-2	x	-1
KLF5 inh	-8	-35	4	x	-9	x	-14	-16	-22	-22	x	-13
aSyn UTR inh	6	16	-1	1	2	-1	-7	-75	6	17	-1	11
Platelet DG rel	14	-1	4	1	0	-2	-5	27	-4	-6	6	1
HSF1 inhib	-3	0	2	-2	-3	-6	6	2	-1	-1	-7	-8
IEC-6 cytotox	-1	4	3	x	6	x	4	-6	-2	-3	x	2

[25] C=C1CCN(CC(=O)OC)S(=O)(=O)c2ccccc21
[26] COc1ccc(NC(=O)c2nnn(CC(=O)Nc3ccccc3OC)c2N)c(OC)c1
[27] COc1ccc(C(=O)Nn2c(C)nc3ccccc3c2=O)cc1Br
[28] CCN1CCN(S(=O)(=O)c2ccc(OC)c(NC(=O)c3ccccc3)c2)CC1
[29] Cc1ccc(S(=O)(=O)CC(=O)Nc2ccc(S(=O)(=O)Nc3onc(C)c3C)cc2)cc1
[30] COC(=O)C1=C(C)NC(=O)/C1=C\c1cc(C)n(-c2ccccc2C)c1C
[31] Cc1ccc(Nc2cc(=O)[nH]c(=O)[nH]2)cc1Cl
[32] CCCCSc1nc(O)c(C2OC(=O)c3c2ccc(OC)c3OC)c(=O)n1-c1ccccc1 (stereo unspecified)

entry no.	25	26	27	28	29	30	31	32
HIF activator	0.6	-0.4	-12	0.2	-0.3	-0.2	-0.4	-0.2
HDAC3 inhib	-7	u	2	-4	1	2	x	2
AI-2 QS mod	-7	2	-6	4	18	29	21	8
HSF1 activator	13	5	3	0	-88	-5	18	-24
HSP90 refold inh	x	0	-5	4	0	5	0	4
KLF5 inh	x	-21	-7	10	10	-38	-29	-34
aSyn UTR inh	16	-11	12	21	8	5	-9	1
Platelet DG rel	-2	0	3	3	-5	3	0	15
HSF1 inhib	6	3	1	2	-84*	5	-5	-14
IEC-6 cytotox	x	0	0	2	2	4	-8	-2

Every second line gives: HIF activator	HDAC3 inhib	AI-2 QS mod	HSF1 activator	HSP90 refold inh	KLF5 inh	aSyn UTR inh	Platelet DG rel	HSF1 inhib	IEC-6 cytotox
33	O=C(Nc1ccc(F)c(Cl)c1)C1CC(=O)N(Cc2ccccc2)C1 (stereo unspecified)
  0.0	1	8	-1	-4	-41	4	-10	-2	-6
34	CC(NC(=O)CCc1ccccc1)c1cc2c(cc1Cl)OCCO2 (stereo unspecified)
  0.1	-6	-66	12	-2	7	-5	-9	0	6
35	Cc1ccc(N2CC(c3nc4ccccc4n3C)CC2=O)cc1C (stereo unspecified)
  -0.3	x	13	-5	0	-13	15	6	4	2
36	COc1ccc(OC)c(Nc2cc(C)nc3ccccc23)c1
  2.3	7	5	46	-1	-10	16	3	11	5
37	CCOc1ccc(OCC)c(NS(=O)(=O)c2cccc3nsnc23)c1
  0.5	-5	-4	4	0	19	25	9	6	4
38	Cc1cccc(OCC(=O)NCC(=O)N/N=C/c2c(C)[nH]c3ccccc23)c1
  -0.2	-1	11	1	2	-19	3	1	-2	-5
39	COc1ccc(-c2ccc(CCC(=O)O)n2CC(=O)Nc2cccc(OC)c2)cc1
  0.8	0	21	15	4	5	-12	4	3	-8
40	COCCOC1CCN(C(=O)c2cc(COc3ccc(F)cc3F)on2)CC1
  0.2	-5	-7	3	2	-12	-7	10	-4	2
41	Cc1cc(Nc2cccc(Cl)n2)n(-c2ccccc2)n1
  -0.4	5	19	7	0	-8	-3	-1	2	3
42	CCn1ccnc1CN1CCCC(CO)(Cc2cccc(OC)c2)C1 (stereo unspecified)
  -0.8	-9	29	1	2	-2	6	-1	-9	15

Every second line gives: HIF activator	HDAC3 inhib	AI-2 QS mod	HSF1 activator	HSP90 refold inh	KLF5 inh	aSyn UTR inh	Platelet DG rel	HSF1 inhib	IEC-6 cytotox
43	O=[N+]([O-])c1ccc(CNc2cccc(F)c2)s1
  -1.5	6	4	28	5	-26	-22	11	10	6
44	Cc1cc(C)nc(-n2nc(C)cc2NC(=O)CN2CCc3ccccc3C2)n1
  0.0	-4	4	21	-1	1	10	-1	-4	3
45	COC(=O)c1ccc(Cn2cnc3ccccc3c2=O)cc1
  -0.3	0	7	4	-1	-16	18	4	14	-2
46	CCNC(=O)CSc1nnc(-c2ccccc2)n1-c1ccc(OCC)cc1
  -0.5	0	9	7	2	-3	29	-1	-1	1
47	O=C(O)c1cc(=O)[nH]c2ccc(S(=O)(=O)Nc3ccc(F)cc3)cc12
  -26	0	13	38	3	-12	-11	-9	-1	-8
48	COCCNCc1nc2sc(C)c(-c3ccccc3)c2c(=O)[nH]1
  -0.3	x	1	8	1	-11	-8	-4	-2	5
49	COc1c(Br)cc(Br)cc1C(=O)Nc1ccccc1N1CCCC1
  -17	0	19	-7	0	-15	11	-4	3	1
50	S=C(Nc1ccc(Cl)cc1Cl)NC1CCCCC1
  2.7	2	21	20	-5	-108	-127	18	11	-6
